aGal spleen mod = qHTS Assay for Inhibitors and Activators of Human alpha-Galactosidase From Spleen Homogenate | Alpha-galactosidase A (Homo sapiens), P06280 | human spleen homogenate, 4MU-alpha-Gal fluorescence, 40 min | Potency, µM (series often up to 80 µM), for the others: top-dose activity change, negative = inhibition, most hits filed as inhibitors | 240,000 compounds, 0.008% hits | AID 2107, 2009;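 note: 0% = enzyme with vehicle and -100% = no enzyme basal signal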
Target sequence (P06280 32-429 limits assumed): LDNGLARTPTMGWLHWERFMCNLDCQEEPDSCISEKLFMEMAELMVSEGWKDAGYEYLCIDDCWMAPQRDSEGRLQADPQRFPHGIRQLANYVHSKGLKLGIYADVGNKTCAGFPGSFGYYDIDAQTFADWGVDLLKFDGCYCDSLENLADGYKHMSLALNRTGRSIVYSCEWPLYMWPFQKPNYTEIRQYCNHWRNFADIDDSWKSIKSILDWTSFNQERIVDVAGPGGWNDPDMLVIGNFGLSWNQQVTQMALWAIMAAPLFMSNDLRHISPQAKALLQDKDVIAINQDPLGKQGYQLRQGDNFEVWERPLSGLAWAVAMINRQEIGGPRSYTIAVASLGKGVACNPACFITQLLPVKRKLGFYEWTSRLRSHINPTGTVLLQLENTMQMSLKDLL
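Human spleen homogenate (1 ug) as enzyme source, 4-methylumbelliferyl-alpha-D-galactopyranoside 1 mM final, citrate/phosphate pH 5.0 with 0.01% Tween-20. Compounds 40 min at 37C, NaOH/glycine stop; fluorescence Ex 365/Em 440, Hill-fit AC50.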
KDM4E inh = qHTS Assay for Inhibitors of Human Jumonji Domain Containing 2E (JMJD2E); JMJD2E catalytic domain, FDH-coupled NADH fluorescence (FDH is formaldehyde dehydrogenase); 230,000 compounds, 1.6% hits; Potency, µM (titrated, usually from 57.1 µM), inactives show top-dose activity change, negative = inhibition, most hits filed as inhibitors; active = well fitted inhibition curve with a large enough effect, not every such curve was filed as active; inconclusive = small, poorly fitted or top-dose-only effect, or another doubt; inactive = no such curve, though single readings can be large or run the other way;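 note: 0% = wells with enzyme and -100% = buffer wells without enzyme; nearly all actives have a fitted effect of over 50% in size; many of its hits are not listed in these tables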
Target sequence (B2RXH2 1-337 limits assumed): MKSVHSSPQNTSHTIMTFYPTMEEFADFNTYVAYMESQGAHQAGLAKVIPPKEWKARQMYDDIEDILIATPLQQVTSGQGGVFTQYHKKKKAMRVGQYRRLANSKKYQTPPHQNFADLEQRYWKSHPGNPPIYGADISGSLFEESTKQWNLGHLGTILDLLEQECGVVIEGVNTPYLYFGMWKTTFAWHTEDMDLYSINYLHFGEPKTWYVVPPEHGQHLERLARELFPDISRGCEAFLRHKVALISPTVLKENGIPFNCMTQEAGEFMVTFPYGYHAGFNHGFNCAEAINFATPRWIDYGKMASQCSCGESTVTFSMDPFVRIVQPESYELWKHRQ
aGlu spleen mod = qHTS Assay for Inhibitors and Activators of Human alpha-Glucosidase From Spleen Homogenate | Lysosomal alpha-glucosidase (Homo sapiens), P10253 | Potency, µM (titrated, usually from 79.9 µM), for the others: at the top dose activity change, negative = inhibition, most hits filed as inhibitors | human spleen homogenate, 4-MU-alpha-glucoside fluorescence | 240,000 compounds, 0.006% hits | AID 2112, 2009;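 note: 0% = enzyme with vehicle and -100% = no enzyme basal signal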
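Enzyme source: human spleen homogenate, 1 ug/well. Buffer 50 mM citric acid/K phosphate pH 5.0, 0.01% Tween-20. 4-MU-alpha-glucoside 1 mM; 37 C x 40 min; NaOH/glycine stop; fluorescence.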
RGS12 GoLoco inh = qHTS Assay for Inhibitors of RGS12 GoLoco Motif Activity (Red Fluorophore); 230,000 compounds, 0.44% hits; Gai1:RGS12 GoLoco peptide FP, rhodamine, 10 min; Guanine nucleotide-binding protein G(i) subunit alpha-1 (Homo sapiens), P63096; Potency, µM (doses to about 61.6 µM), without a hit: at the highest dose activity, negative = inhibition, actives largely listed as inhibitors; active = well fitted inhibition curve with a large enough effect, not every such curve was filed as active; inactive = no such curve, though single readings can be large or run the other way; note: % is set by controls: 0 for no effect and ±100 for the full control effect; nearly all actives have a fitted effect of over 30% in size; many of its hits are not listed in these tables
Target sequence (P63096 whole entry, looked up): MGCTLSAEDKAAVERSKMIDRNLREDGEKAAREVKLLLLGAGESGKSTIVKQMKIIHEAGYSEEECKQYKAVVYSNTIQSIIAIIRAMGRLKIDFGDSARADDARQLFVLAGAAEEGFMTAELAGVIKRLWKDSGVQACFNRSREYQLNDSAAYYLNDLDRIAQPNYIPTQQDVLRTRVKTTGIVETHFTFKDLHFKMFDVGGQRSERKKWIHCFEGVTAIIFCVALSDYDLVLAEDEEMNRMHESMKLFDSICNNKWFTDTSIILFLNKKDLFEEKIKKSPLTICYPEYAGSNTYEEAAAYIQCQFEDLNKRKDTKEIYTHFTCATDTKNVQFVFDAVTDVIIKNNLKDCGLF
GAA glycogen = qHTS Assay for Inhibitors and Activators of Human alpha-Glucosidase Cleavage of Glycogen | Lysosomal alpha-glucosidase (Homo sapiens), P10253 | 300,000 compounds, 0.38% hits | AID 2100, 2009 | recombinant GAA, glycogen substrate, Amplex Red glucose oxidase fluorescence | Potency, µM (titrated, usually from 76.4 µM), for inactives: at the top dose activity change, negative = inhibition, hits mostly inhibitors;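 note: 0% = full enzyme reaction and -100% = no-enzyme basal signal; the screen sought inhibitors and activators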
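Natural-substrate format: glycogen cleavage by 4 nM human enzyme, glucose read by Amplex Red coupling (Ex 573, Em 610 nm). Normalized to enzyme and no-enzyme controls.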
ALDH1A1 inh = qHTS Assay for Inhibitors of Aldehyde Dehydrogenase 1 (ALDH1A1) | Aldehyde dehydrogenase 1A1 (Homo sapiens), P00352 | 220,000 compounds, 7.3% hits | Potency, µM (titrated, usually from 75.3 µM), inactives show at the highest dose activity, negative = inhibition, hits mostly inhibitors | Purified ALDH1A1, NADH fluorescence, propionaldehyde substrate | AID 1030, 2008; active = well fitted inhibition curve with a large enough effect, not every such curve was filed as active; inconclusive = small, poorly fitted or top-dose-only effect, or another doubt; inactive = no such curve, though single readings can be large or run the other way;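 note: plate controls were no enzyme wells and a reference inhibitor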
GAA inh = qHTS Assay for Inhibitors of Human alpha-Glucosidase as a Potential Chaperone Treatment of Pompe Disease; Lysosomal alpha-glucosidase (Homo sapiens), P10253; purified human GAA, 4-MU-alpha-glucoside fluorescence; Potency, µM (titrated, usually from 76.9 µM), without a hit: at the highest dose activity change, negative = inhibition, most hits filed as inhibitors; 200,000 compounds, 0.005% hits;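 note: plate controls were uninhibited enzyme wells for no effect and no-enzyme background for full effect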
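Read-out is 4-methylumbelliferone fluorescence (Ex 365/Em 440 nm) after NaOH/glycine stop at pH 10. Enzyme 4 nM, substrate 400 uM, pH 5.0 citrate buffer, 20 min room temperature; AC50 from Hill-equation concentration-response.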
SMN2 splice enh = qHTS Assay for Enhancers of SMN2 Splice Variant Expression; Potency, µM (top dose mostly 46.1 µM), for the others: at the highest dose activity change, positive = activation, most hits filed as activators; 210,000 compounds, 2.8% hits; AID 1458, 2008; HEK293 SMN2-luciferase splicing reporter, luminescence, 30-36 h; note: % of control where 0% means no effect; nearly all actives have a fitted effect of over 55% in size
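qHTS luciferase splicing reporter: luminescence rises when SMN2 exon 7 is included in transfected HEK293 cells. Compound exposure lasted 30-36 h at 37C, with 4.5 mM final sodium butyrate as control, followed by a ONE-Glo read.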
The depositor's hits bear a star; ? = inconclusive; / = not tested or not shown; [ ] = dose if it differs, or a comment. Unless noted, calls come from the whole dose curve; as a rule, active = well fitted curve in the direction sought with a large enough effect; inconclusive = small, poorly fitted or top-dose-only effect, or another doubt; inactive = no such curve, though single readings can be large; an effect the other way counts as inactive or inconclusive. Potency is the fitted concentration of half-maximal effect.

SMILES | aGal spleen mod | KDM4E inh | aGlu spleen mod | RGS12 GoLoco inh | GAA glycogen | ALDH1A1 inh | GAA inh | SMN2 splice enh
CCCNc1c(N)c(=O)oc2ccccc12 | 3% | ? | 2% | 0% | ? | -1% | -15% | 12%
N#C/C(C(=O)NCc1ccccc1)=C1/N=C(NC(=O)c2cccs2)c2ccccc21 | 1% | ? | 0% | 44%[activator] | -4% | -15% | -5% | -27%
N#Cc1cc(Br)ccc1N=C1CCCN1c1ccccc1 | -5% | 1% | -2% | 8% | -5% | -2% | -7% | -17%
COC(=O)c1c(NC(=O)C2CC2)sc2c1CCCC2 | -2% | ? | -20% | 6% | -1% | -14% | 2% | 2%
Cc1ccc(C)c(NC(=O)COC(=O)CCC(=O)c2cccs2)c1 | 0% | -5% | 1% | -5% | 5% | 6% | 6% | -12%
COc1cccc(-c2ccc(SCC(=O)c3ccccc3)nn2)c1 | -7% | -29% | -7% | 17% | 15% | ? | 2% | 9%
CCOC(=O)Cc1csc(NC(=O)CCCC(=O)O)n1 | 1% | -6% | -7% | 5% | 8% | 12% | -21% | /
COc1cc2c(=O)n(Cc3ccco3)c(=O)n(CC(=O)c3ccc(Br)cc3)c2cc1OC | 5% | 2% | -3% | 5% | -10% | 0.4µM* | -1% | ?
COc1cc(N2C(=O)c3ccccc3C2=O)c(Cl)cc1C(=O)OCC(=O)N(C)C | -2% | 9% | -5% | 3% | 11% | -2% | -5% | 11%
CN=C1SC(CC(=O)Nc2cc(Cl)ccc2Cl)C(=O)N1C (stereo not given) | -7% | 6% | -1% | -5% | 3% | -3% | 2% | 1%
O=Cc1cn(-c2ccccc2)nc1-c1ccc2c(c1)OCCO2 | 0% | 2% | -6% | 10% | -10% | 18µM* | -2% | 13µM*
Cc1cc(O)c2/c(=N\N)c(-c3csc(C)n3)coc2c1 | 10% | 4% | 3% | 3% | 0% | / | -10%[15.4 µM] | /
Cc1cccc(NC(=O)CS(=O)(=O)Cc2ccccc2)n1 | -5% | 3% | -8% | 13% | -2% | -8% | 0% | ?
COC(=O)C/C(N)=C(\C#N)C(=O)OC | -1% | -5% | 3% | 2% | -4% | / | / | /
O=C(NCCCO)c1ccc2[nH]c3ccccc3c2c1 | 6% | ? | 5% | -5% | 2% | ? | 1% | 12%
CSc1ccccc1NS(=O)(=O)c1ccc2c(c1)OCCO2 | 0% | 0% | -13% | -2% | 2% | ? | -6% | -5%
Cc1[nH]c(=O)[nH]c(=O)c1S(=O)(=O)N1CCC(C(=O)N2CCN(c3cccc(C(F)(F)F)c3)CC2)CC1 | -7% | -13% | -7% | -2% | / | 0% | 2% | /
Cn1c(SCC(=O)NNC(=O)Cc2ccccc2)nnc1-c1ccccc1 | 1% | 4% | -1% | -5% | -7% | 3% | 0% | -14%
Cc1ccc(CC2CC(=O)N(c3nc4ccccc4s3)C2=O)cc1 (stereo not given) | 5% | 2% | 0% | 10% | -1% | -15% | ? | /
CC(=O)Nc1nc(C(F)(F)F)cs1 | 1% | 9% | -1% | 13% | -6% | 12% | -13% | 1%
Cc1ccccc1-n1nc(SCC(=O)O)sc1=S | -1% | 0% | 3% | 2% | 11% | ? | -2% | 6%
CCC/C=C(\CCC)C(NC(=O)c1ccc(C(F)(F)F)cc1)c1ccc(C(F)(F)F)cc1 (stereo not given) | 7% | 9% | 1% | 5% | / | -2% | / | -21%
Cc1cc(C(=O)COC(=O)CN=C2NS(=O)(=O)c3ccccc32)c(C)n1CCc1ccc(Cl)cc1 | -3% | 0% | -3% | 13% | 5% | 15% | ? | -30%
Cc1ccc2c(c1)N(CC(=O)N1CCCCC1c1cccnc1)C(=O)CO2 (stereo not given) | 2% | -6% | 3% | -1% | -3% | 9% | -8% | 7%
Cc1cc(NC(=O)COC(=O)c2cc3c(s2)CCC(C)C3)no1 (stereo not given) | 2% | 7% | 9% | 5% | 0% | 0% | 1% | -12%
Later entries.
SMILES | aGal spleen mod | KDM4E inh | aGlu spleen mod | RGS12 GoLoco inh | GAA glycogen | ALDH1A1 inh | GAA inh | SMN2 splice enh
O=C(c1ccc(C(F)(F)F)cc1)C1CCCN(C(=O)CCN2CCCO2)C1 (stereo not given) | -7% | -2% | 1% | -2% | 6% | 6% | -2% | /
CCN1C(=O)/C(=C/c2ccc(OC)c(OC)c2)N=C1SCC(=O)NCc1ccco1 | -1% | 5% | -2% | 5% | -3% | ? | ? | 1%
Fc1ccc(-n2nnc(-c3cccnc3)n2)cc1 | 3% | 15% | 1% | -7% | 9% | 6% | / | /
O=S(=O)(c1cccc(NC(=S)N2CCN(c3ccccc3)CC2)c1)C(F)F | -2% | -6% | 0% | 6% | 5% | ? | 1% | -5%
CCc1ccc(C(=O)/C=C/c2ccc([N+](=O)[O-])o2)cc1 | 1% | -21% | 5% | 9% | 0% | 3.5µM* | -13% | -92%[inhibitor]
CCc1ccccc1N1C(=O)c2ccccc2S1(=O)=O | 3% | 2% | 2% | -1% | 3% | 11% | 4% | -16%
COCC(=O)NC1CCCCCC1 | 11% | -11% | 5% | 2% | 4% | / | / | /
COC(=O)C(CCSC)NC(=O)c1cccc([N+](=O)[O-])c1 (stereo not given) | -1% | 3% | 3% | 5% | -1% | 13% | -3% | 16%
CCOc1ccc(N/C(=N/c2nc(C)cc(C)n2)NC(C)=O)cc1 | 3% | -3% | -1% | -8% | 4% | / | / | /
Cc1csc(SCC(=O)Nc2sccc2C(N)=O)n1 | 10% | -4% | -1% | 4% | 6% | -1% | 5% | 13µM*
CCCCn1c(N)c(N(Cc2ccccc2OC)C(=O)COc2ccccc2C#N)c(=O)[nH]c1=O | 8% | -4% | 4% | 8% | 4% | 3% | -3% | /
CC(C)Oc1ccc(C(=O)Nc2ccccc2N2CCCC2)cc1 | 0% | -11% | -7% | 2% | ? | -10% | -15% | -21%
CCC(CC)C(=O)Nc1ccc([N+](=O)[O-])cn1 | 1% | 7% | -1% | -6% | -1% | -2% | -2% | -2%
CC(Oc1ccccc1)C(=O)N/N=C/c1ccccn1 (stereo not given) | 17% | -18% | -16% | -7% | 3% | 9% | -7% | 7%
COCCOc1ccc(C(F)(F)F)cc1Nc1nc2ccccc2o1 | 4% | ? | 2% | -5% | -13% | ? | -4% | 10%
COc1cccc(/C=N/n2cncn2)c1OCC#N | -15% | ? | -6% | 2% | 7% | ? | -2% | -14%
CC(C)[C@H](NC(=O)NC1CCCC1)C(=O)O | -1% | 8% | -2% | 2% | 5% | 18% | -2% | ?
COc1ccccc1-n1c(SCC(=O)N2CCCC2)nnc1-c1ccccc1 | 5% | -5% | -3% | 11% | 3% | / | / | /
CCOC(=O)N1CCN(C(=O)COc2cccc3c2CCN(CC)C3=O)CC1 | 3% | 4% | 7% | 1% | 4% | -2% | -4% | 16%
CCOc1cc(C(=O)N2CCN(c3ccc(C(C)=O)cc3)CC2)cc(OCC)c1OCC | 5% | ? | -4% | 9% | -1% | -13% | -3% | ?
Cc1nnn(C23CC4CC(CC(C(=O)NN)(C4)C2)C3)n1 | -9% | 29% | -11% | 7% | 9% | 1.4µM* | 3% | 5%
Cc1nnc(SCC(=O)N2CCC(C(N)=O)CC2)s1 | -4% | 5% | 1% | 10% | 10% | 15% | 5% | 3%
CCOC(=O)C(=CNc1cc(Cl)c(-c2ccco2)c(Cl)c1)C(=O)OCC | -1% | ? | 0% | 12% | 0% | / | / | /
CCc1ccc(/C=N/NC(=O)c2c[nH]c3ccccc23)s1 | 5% | -7% | 0% | -4% | -4% | -3% | -12% | 6.3µM*
COc1ccc(C(=O)N/N=C/c2ccc(OC)c(CN3CCN(c4ccc(F)cc4)CC3)c2)cc1 | 3% | 1% | -6% | 4% | -1% | ? | -2% | -10%
Other structures follow.
SMILES | aGal spleen mod | KDM4E inh | aGlu spleen mod | RGS12 GoLoco inh | GAA glycogen | ALDH1A1 inh | GAA inh | SMN2 splice enh
Cc1ccc(N(C(=O)c2csnn2)C(C(=O)NC(C)(C)C)c2ccncc2)cc1 (stereo not given) | 2% | 7% | -7% | -17% | -5% | 0% | 7% | -17%
Oc1cc(O)c2c(c1)OC(c1ccc(O)c(O)c1)C(O)C2 (stereo not given) | 10% | 11µM* | 7% | -13% | / | 10µM* | / | -13%
CCOc1ccc(N(CC(=O)NC2CCCCCC2)S(=O)(=O)c2c(C)noc2C)cc1 | -1% | 1% | -8% | 7% | -6% | 7% | 1%[15.4 µM] | 1%
CN(C)Cc1c(-c2ccc(Cl)cc2)nc2ccc(Cl)cn12 | -6% | -16% | / | 5% | 8% | ? | -5% | -9%
CCc1ccc(Nc2nnc(SCC(=O)Nc3cccnc3Cl)s2)cc1 | -5% | 1% | -4% | / | 0% | -7% | 3% | /
N#Cc1nc(-c2ccc(F)cc2)oc1NCCCn1ccnc1 | 2% | ? | 10% | 2% | -25% | ? | -12% | 27%
Cc1ccccc1-c1cccc([C@@H]2C[C@H]3CN(Cc4cccnc4)C(=O)[C@]34CCCN24)c1 | 8% | -8% | 4% | 4% | -5% | 4% | / | /
COc1cccc(-c2nn(-c3ccccc3)cc2CN2CCCO2)c1 | -1% | -7% | -15% | 15% | -8% | 2% | 12% | -2%

Filtered by structure, the compounds so far containing bromine (2)
SMILES | aGal spleen mod | KDM4E inh | aGlu spleen mod | RGS12 GoLoco inh | GAA glycogen | ALDH1A1 inh | GAA inh | SMN2 splice enh
N#Cc1cc(Br)ccc1N=C1CCCN1c1ccccc1 | -5% | 1% | -2% | 8% | -5% | -2% | -7% | -17%
COc1cc2c(=O)n(Cc3ccco3)c(=O)n(CC(=O)c3ccc(Br)cc3)c2cc1OC | 5% | 2% | -3% | 5% | -10% | 0.4µM* | -1% | ?

Bioassay records as filed in PubChem.

This is a subset (hit frequency here may not be typical).
